KCNQ2 block – KCNQ2 potassium channel inhibitors, primary screen, cell-based, CHO-K1, FluxOR thallium flux, B-score (AID 2156); 20 min; active compounds read low; B-score at 10 µM; 310,000 tested, 1.1% active;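 active = fluorescence ratio B-score at most minus 3 library SDs, with starting brightness B-score within 2 library SDs, cut at about -5.5 in these data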
OX1R antag – blocks the human orexin 1 receptor. OX1R-expressing cells, FRET antagonist read-out. inhibition, % at 6.6 µM. O43613. 330,000 tested, 1.8% active; in the data active = inhibition mostly above about 38%, no sharp cut-off; inactive = mostly below about 40%;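 also: 0% = agonist challenge alone and 100% = reference antagonist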
Target sequence (O43613 whole entry, looked up): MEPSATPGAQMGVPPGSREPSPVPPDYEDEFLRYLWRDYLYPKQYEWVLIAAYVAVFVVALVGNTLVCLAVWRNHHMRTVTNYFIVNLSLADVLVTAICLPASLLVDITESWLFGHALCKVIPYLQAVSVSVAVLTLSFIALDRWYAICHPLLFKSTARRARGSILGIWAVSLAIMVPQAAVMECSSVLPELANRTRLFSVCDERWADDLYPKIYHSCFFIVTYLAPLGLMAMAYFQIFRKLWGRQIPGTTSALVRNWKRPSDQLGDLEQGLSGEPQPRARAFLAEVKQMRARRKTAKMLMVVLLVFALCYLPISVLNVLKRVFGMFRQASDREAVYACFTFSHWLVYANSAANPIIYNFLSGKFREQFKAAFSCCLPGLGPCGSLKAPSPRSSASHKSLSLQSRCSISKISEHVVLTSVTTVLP
STK33 inh – human STK33 kinase inhibition; purified STK33, MBP phosphorylation, ADP-Glo luminescence; 320,000 tested, 0.073% active; Q9BYT3; AID 2661; inhibition, % at 10 µM;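 active = inhibition at or above 25%, using the most active replicate where run in duplicate; inactive = inhibition below 25%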
Target sequence (Q9BYT3 whole entry, looked up): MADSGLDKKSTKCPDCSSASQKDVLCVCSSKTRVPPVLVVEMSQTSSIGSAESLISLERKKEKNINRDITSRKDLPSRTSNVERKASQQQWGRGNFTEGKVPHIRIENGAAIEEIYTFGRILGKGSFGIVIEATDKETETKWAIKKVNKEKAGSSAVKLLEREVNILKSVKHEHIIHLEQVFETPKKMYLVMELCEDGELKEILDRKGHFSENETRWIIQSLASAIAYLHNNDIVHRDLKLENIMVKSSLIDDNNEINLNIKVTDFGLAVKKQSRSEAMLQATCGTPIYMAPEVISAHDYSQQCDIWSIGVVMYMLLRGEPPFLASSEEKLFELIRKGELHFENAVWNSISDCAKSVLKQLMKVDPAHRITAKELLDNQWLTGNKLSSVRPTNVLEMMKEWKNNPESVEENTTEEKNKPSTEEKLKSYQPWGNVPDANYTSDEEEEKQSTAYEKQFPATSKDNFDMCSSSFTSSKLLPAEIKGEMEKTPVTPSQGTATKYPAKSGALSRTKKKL
The depositor's hits bear a star; i = inactive; nt = no result given.

SMILES	KCNQ2 block	OX1R antag	STK33 inh
N#Cc1c(N2CCOCC2)nc(N)c2c(N)nc3c(c12)CC(CCl)O3 (stereo not given)	i	11	-2.0
Nc1cc(Oc2ccc(Cl)cc2Cl)nc(N)n1	i	11	-2.0
O=c1c2ccccc2c(-c2n[nH]c(=S)o2)nn1Cc1ccccc1	i	14	-0.1
Cc1cccc(C)c1NC(=O)CC(C)c1ccccc1 (stereo not given)	i	7	-0.5
CCCCCn1c(SCC(=O)OCC)nc2cc(C(=O)N3CCC(C(N)=O)CC3)ccc2c1=O	i	14	-0.7
O=C(NCCC1=CCCCC1)NC1CCCCC1	i	16	-0.1
COc1ccccc1CCNC(=O)C(=O)NCCC1CCCCN1S(=O)(=O)c1ccccc1 (stereo not given)	i	60*	-1.0
Cc1ccc(S(=O)(=O)NC(=O)c2cc(C)n(-c3cc(S(=O)(=O)N4CCOCC4)ccc3N3CCCC3)c2C)cc1	i	4	-1.5
O=C(CCc1ccccc1)Nc1ccc(NC(=O)c2ccco2)nc1	i	22	-1.0
COc1ccccc1OCc1ccc(C(=O)NC2CCCCC2)o1	i	14	-0.9
CCCOc1ccc(S(=O)(=O)N2CCN(C)CC2)c2ccccc12	i	4	0.1
Nc1ncc(N=Nc2cc(C(=O)O)ccc2Cl)s1	nt	36	-0.5
CCNC(=S)NC1CC2CCCC(C1)N2CCc1ccccc1 (stereo not given)	i	29	-1.3
CCOc1ccc2oc(=O)cc(CN3CCN(Cc4ccccc4)CC3)c2c1	i	11	-0.3
COc1cccc(NC(=O)C2CCN(S(C)(=O)=O)CC2)c1	i	5	-0.3

3 entries already listed, ordered by the number in OX1R antag, largest number first:
SMILES	KCNQ2 block	OX1R antag	STK33 inh
CCNC(=S)NC1CC2CCCC(C1)N2CCc1ccccc1 (stereo not given)	i	29	-1.3
O=C(NCCC1=CCCCC1)NC1CCCCC1	i	16	-0.1
CCCCCn1c(SCC(=O)OCC)nc2cc(C(=O)N3CCC(C(N)=O)CC3)ccc2c1=O	i	14	-0.7

(further entries)
SMILES	KCNQ2 block	OX1R antag	STK33 inh
Cc1ccc(S(=O)(=O)N2CCN(C(=O)CN3C(=O)NC(C)(c4ccc(Cl)cc4)C3=O)CC2)c(C)c1 (stereo not given)	nt	5	-1.0
CC(C)CN(C(=O)COC(=O)c1ccc([N+](=O)[O-])s1)c1c(N)n(Cc2ccccc2)c(=O)[nH]c1=O	i	28	0.1
COc1ccc(/C=C2\SC(=O)N(CCNC(=O)Cc3coc4cc(C)ccc34)C2=O)cc1OC	i	54*	-0.3
CC(=O)Nc1ccc(NC(=O)C(C)OC(=O)c2ccc3ccccc3n2)cc1 (stereo not given)	nt	2	-0.9
Cn1c(COc2ccccc2)nnc1SCC(=O)Nc1ccc2c(c1)OCO2	i	3	1.6
COc1cc(N)c(Cl)cc1C(=O)OCC(=O)NCc1cccs1	nt	2	-1.5
Cc1ccc(NC(=S)NC(C)(C)C)c([N+](=O)[O-])c1	i	4	0.0
CN(C)CCCNc1nc(-c2ccccc2)c2c(c1C#N)CC(C)(C)OC2	i	13	0.1
CCCc1nnc2n1N=C(c1ccc(C)cc1)CS2	i	20	-0.9
Cc1[nH]c(=O)[nH]c1C(=O)CCCCC(=O)O	i	4	0.3
CCN(CC(=O)Nc1ccc(NC(C)=O)cc1)C(=O)c1oc2c(ccc3ccccc32)c1C	nt	3	1.1
O=C(O)CCN1C(=O)c2ccc(NC(=O)CSc3ccc(Cl)cc3)cc2C1=O	i	10	-1.4
Cc1ccc(O)c(-c2[nH]ncc2C(=O)c2ccc(Cl)cc2)c1	i	8	1.3
S=C(Nc1ccccc1)N1N=C(c2cccs2)CC1c1cccs1 (stereo not given)	i	12	0.3
O=C(O)c1ccc2c3c(ncnc13)-c1ccccc1C2=O	i	186*	10
Brc1cccc(CNCC2CCCO2)c1 (stereo not given)	i	-1	0.5
Cc1cc(=O)oc(C)c1C(=O)N[C@@H]1CCCCNC1=O	i	-3	1.0
CCOC(=O)C1CCN(C(=O)c2cccnc2)CC1	i	15	-1.5
COc1ccc(NC(=O)Cc2c(C(=O)O)n(C)c3ccccc23)cc1OC	i	17	0.1
Cc1nc2ccccc2c(=O)n1N	i	7	0.0
N#Cc1ccccc1S(=O)(=O)N1CCN(C(=O)[C@H](Cc2ccccc2)NC(=O)c2ccco2)CC1	nt	4	0.8
O=C(Nc1cc(C(F)(F)F)ccc1-n1cncn1)c1ccc([N+](=O)[O-])o1	i	22	-0.7
CCOc1ccc(C)cc1S(=O)(=O)NC1CCCCCC1	i	30	-1.3
CCOc1ccccc1NC(=O)c1cc(C(=O)Nc2ccccc2OCC)cc(N2C(=O)CCC2=O)c1	i	5	-1.2
O=c1c2ccccc2nc(/C=C/c2ccc(Cl)cc2)n1CCO	i	28	0.6
C=CCn1c(SCC(=O)O)nnc1-c1cccc(Cl)c1	i	-7	-0.6
Cc1ccccc1NC(=O)CC(=O)c1ccccc1	i	8	-0.8
Cc1cc(NC(=O)C(C)Oc2ccc(C(C)(C)C)cc2)no1 (stereo not given)	i	2	-2.2
CC(=O)Nc1ccc(NC(=O)C2CCCN2C(=O)Nc2ccc(F)c([N+](=O)[O-])c2)cc1 (stereo not given)	i	46	-0.4
Cc1cc(NC(=O)Cn2cnc3c(cnn3C(C)(C)C)c2=O)no1	i	20	-0.9
CCN(C(=O)COC(=O)/C=C/c1cccc([N+](=O)[O-])c1)c1c(N)n(Cc2ccccc2)c(=O)[nH]c1=O	nt	24	4.8
COC(=O)c1cc(NC2c3ccccc3C(=O)N2c2cccnc2)cc(C(=O)OC)c1 (stereo not given)	i	1	0.0
Cc1ccc(S(=O)(=O)N(C)c2ccc(OCC(=O)Nc3nc(-c4ccccc4)cs3)cc2)cc1	i	16	-2.1
CCn1c(COc2ccc(C(C)C)cc2)nnc1SCC(=O)Nc1nccs1	i	14	-1.9
CCOc1ccc(S(=O)(=O)Nc2ccc(C(=O)N(C)CC(=O)Nc3ccc(OC)cc3)cc2)cc1	i	17	-0.1
Cc1oc(-c2cccs2)nc1CS(=O)CC(=O)NCCCN1CC(C)CC(C)C1 (stereo not given)	i	10	0.3
COc1ccc(C(=O)Nc2ccc(NC(C)=O)cc2)cc1S(=O)(=O)N1CCCC1	nt	-5	0.2
CCOc1ccc(NS(=O)(=O)c2ccc(C(=O)N(C)CC(=O)Nc3ccc(C)cc3)cc2)cc1	i	23	-0.3
CCCCN1C(=O)Nc2ccccc2S1(=O)=O	i	-4	-0.8
CCOc1ccc(S(=O)(=O)N(C)c2ccc(OCC(=O)NCc3cccnc3)cc2)cc1	i	25	-1.6
CCOC(=O)c1c(C)n(CC)c2c1cc(O)c1ccccc12	i	5	-0.1
N#Cc1ccccc1OCC(=O)OCC(=O)Nc1ccc2c(c1)OCO2	nt	2	-1.4
O=C(CCc1cn(Cc2ccc(F)cc2)c2ccccc12)N1CCOCC1	i	11	-1.7
O=[N+]([O-])c1ccc(O)c(C=Nc2cccc3ccccc23)c1	i	10	-2.7
O=C(NCC1CCCO1)c1ccc(Cn2c(=S)[nH]c3ccccc3c2=O)cc1 (stereo not given)	i	11	-1.6

Single records (already shown).
Listed for Cc1ccc(S(=O)(=O)N(C)c2ccc(OCC(=O)Nc3nc(-c4ccccc4)cs3)cc2)cc1 = KCNQ2 block = i; OX1R antag = 16; STK33 inh = -2.1
Listed for COc1ccc(C(=O)Nc2ccc(NC(C)=O)cc2)cc1S(=O)(=O)N1CCCC1 = KCNQ2 block = nt; OX1R antag = -5; STK33 inh = 0.2
Listed for CCOC(=O)c1c(C)n(CC)c2c1cc(O)c1ccccc12 = KCNQ2 block = i; OX1R antag = 5; STK33 inh = -0.1

Later entries
SMILES	KCNQ2 block	OX1R antag	STK33 inh
CCOCCCn1c(=O)c2ccccc2n2c(=S)[nH]nc12	i	-1	-1.1
Cc1onc(-c2c(F)cccc2Cl)c1C(=O)N1CCCCC1	i	3	-1.2
COc1ccc(Cn2c(=O)[nH]c3cc(C(=O)NC4CCCC4)ccc3c2=O)cc1	i	16	-1.8
Cc1cccc(Oc2coc3cc(O)ccc3c2=O)c1	i	5	-0.6
CCCCn1c(=O)n(CC(=O)Nc2ccc(C)c(Cl)c2)c(=O)c2c1ncn2Cc1ccco1	i	21	-0.2
COc1ccc2[nH]cc(CCNC(=O)Nc3ccccc3C)c2c1	i	6	0.1
COc1ccccc1N1CCN(C(=O)CSc2nnc(NC(=O)C(C)C)s2)CC1	i	-2	0.5
CCCn1c(SCCC(=O)O)nc2ccccc21	i	24	-0.9
COCCN(C(=O)CSc1nc2nc(C)cc(C)n2n1)c1c(N)n(Cc2ccccc2)c(=O)[nH]c1=O	i	21	-0.3
Cc1ccc(C2OC34CCCCCC3C(C#N)(C(=N)O4)C2(C#N)C#N)cc1 (stereo not given)	i	1	0.5
CCCC(C(=O)NCc1ccco1)N(C(=O)CNS(=O)(=O)c1ccc(Cl)cc1)C1CCCC1 (stereo not given)	i	4	0.1
O=C(C1CCCN(S(=O)(=O)c2ccc(Br)s2)C1)N1CCN(c2ccccc2)CC1 (stereo not given)	i	-1	-0.2
CCC(C)NC(=O)c1ccc(C2SCC(=O)N2Cc2ccccc2)cc1 (stereo not given)	i	21	3.7
c1cncc(-c2nc(-c3ccco3)cs2)c1	i	18	1.1
C/C=C(\C)C(=O)N1CC2(CC(c3cccc(NC(=O)CCCCC)c3)=NO2)C[C@@H]1C(N)=O (stereo not given in full)	i	15	-0.8
CCOC(=O)CC(=O)CSc1nc(CC)c(C)cc1C#N	i	2	0.6
COc1ccc(CN(C)C(=O)C2CSC3(C)CCC(=O)N23)cc1OC (stereo not given)	nt	-1	0.4
COC(=O)c1c(C)oc2c1cc(NS(=O)(=O)c1ccc(C(=O)O)cc1)c1ccccc12	i	3	-0.5
Cc1cnc(C(=O)OCC(=O)Nc2ccc(C)c(S(=O)(=O)N3CCCCC3)c2)cn1	i	6	-0.1
CC1(C)CC(=O)C(C(C2=C(O)CC(C)(C)CC2=O)c2ccc(Br)s2)C(=O)C1 (stereo not given)	i	10	-2.1
O=C(NCC(=O)N(c1cccc(F)c1)C(C(=O)NC1CCCC1)c1ccncc1)c1cccs1 (stereo not given)	i	12	0.5
COc1ccc(-c2nnc(C(C)Nc3cccc(C(=O)NC4CC4)c3)o2)cc1 (stereo not given)	nt	13	-0.2
COc1cc(NC(=O)CN2C(=O)CN(C)C2=O)c(C)cc1[N+](=O)[O-]	i	32	0.0
COc1cccc(CN(C)C(=O)c2cc(COc3c(F)cccc3F)on2)c1	i	26	0.6
NC(=O)[C@@H]1CC2(CC(c3cccc(NC(=O)CC(c4ccccc4)c4ccccc4)c3)=NO2)CN1C(=O)c1ccc(Cl)cc1 (stereo not given in full)	i	14	-0.9
CCOC(=O)c1[nH]nc2c1C(=O)N(Cc1ccccc1)C2=O	i	37	-0.5
CSc1nc2ccc(NS(=O)(=O)c3ccc4c(c3)OCCO4)cc2s1	i	46	-0.7
Cc1ncsc1CCSc1n[nH]c(=O)n1-c1ccccc1	i	1	0.0
C=CCNC(=S)NNc1nc2sc3c(c2c(=O)[nH]1)CC(C)(C)OC3	i	-6	0.1
CCc1nnc(NC(=O)CCC(=O)NCCc2ccc(OC)c(OC)c2)s1	i	1	0.3

Look-ups from the list.
Entry for COc1cc(NC(=O)CN2C(=O)CN(C)C2=O)c(C)cc1[N+](=O)[O-] under STK33 inh: 0.0
Entry for Cc1cnc(C(=O)OCC(=O)Nc2ccc(C)c(S(=O)(=O)N3CCCCC3)c2)cn1 under OX1R antag: 6
Entry for COc1ccc(-c2nnc(C(C)Nc3cccc(C(=O)NC4CC4)c3)o2)cc1 (stereo not given) under STK33 inh: -0.2
Entry for COc1ccc(CN(C)C(=O)C2CSC3(C)CCC(=O)N23)cc1OC (stereo not given) under OX1R antag: -1
Entry for NC(=O)[C@@H]1CC2(CC(c3cccc(NC(=O)CC(c4ccccc4)c4ccccc4)c3)=NO2)CN1C(=O)c1ccc(Cl)cc1 (stereo not given in full) under OX1R antag: 14

Following part.
SMILES	KCNQ2 block	OX1R antag	STK33 inh
CC1(C)CC(=O)C2=C(C1)N(Cc1cccnc1)C(=O)C2(NC(=O)c1cccnc1)C(F)(F)F (stereo not given)	i	9	-0.6
O=C(C[n+]1ccc(C(=O)N/N=C/c2ccc(Cl)cc2Cl)cc1)c1ccccc1	i	21	0.9
O=C(CNC(=O)c1ccccc1)OCC(=O)c1cccs1	i	14	-1.0
CCn1nnnc1SCCSc1nnnn1CC	i	9	-2.2
COc1ccccc1CNC(=O)CSc1nc2nc(C)cc(C)n2n1	i	15	-1.9
CC(OC(=O)c1cccs1)C(=O)NCc1cccs1 (stereo not given)	i	15	-1.8
CCCCNc1ccc(C(CC(N)=O)NC(=O)c2cc(C)cc(C)c2)cc1[N+](=O)[O-] (stereo not given)	i	28	-0.1
Cc1oc2c(C)c(O)ccc2c(=O)c1-c1ccc2ccccc2n1	i	5	-0.5
Cc1ccc(F)c([C@H]2[C@@H]3C=CCC[C@@]3(C)C(=O)N2Cc2ccccc2)c1	i	20	-0.9
CCC(c1nnc(SCC(=O)Nc2cc(S(C)(=O)=O)ccc2Cl)n1Cc1ccccc1)N(C)C (stereo not given)	i	3	0.8
CN1C(=O)C(CC(=O)NCCc2ccccc2)N(NC(=O)c2cccc(F)c2)C1=S (stereo not given)	i	42	-0.7
Cc1ccccc1NC(=O)CSc1nc(N2CCCCC2)nc(N2CCCCC2)n1	i	8	-1.1
CCOc1ccc(CCNC(=O)COC(=O)c2cc(OC)c(OC)c(OC)c2)cc1OCC	i	10	-1.8
CCn1c(NC(=O)c2cccs2)nc2ccccc21	i	25	24
Cc1cc(=O)nc2c3ccccc3n(CC(=O)NCCC3=CCCCC3)n12	i	6	-0.4
CCCN(CCC)CCNC(=O)C1c2ccccc2C(=O)N2CCc3ccccc3C12 (stereo not given)	i	8	-0.7
CCc1nc(-c2ccc(OC)c(OC)c2)cc2cc(OC)c(OC)cc12	i	60	1.0
COc1cc2c(cc1OC)C(c1cc3cc4c(cc3[nH]c1=O)OCO4)N(C(=O)C(C)C)CC2 (stereo not given)	i	11	-0.5

Screens (PubChem BioAssay)
